# TRPC4 block: inhibitors of mouse TRPC4 channel, primary screen, Fluo4 calcium, HEK293 TRPC4beta/mu-opioid cells. DAMGO-evoked Fluo4 calcium flux; active compounds read low. B-score at 10 µM. Short transient receptor potential channel 4 (Mus musculus), Q9QUQ5. 300,000 compounds, 0.39% hits;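 active = B-score over 3 SD under the library average, no early fluorescence shift, positive overall ratio signal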
#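 Assay system: HEK293 cells with stable TRPC4beta plus mu-opioid receptor expression; Probe or stimulus: DAMGO in two steps, submaximal then maximal; Dosing: single-point compound dosing; Measured by: Fluo4 calcium-dye fluorescence, kinetic read; Read-out basis: B score from integrated Fluo4 fluorescence ratio.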
# TRPC6 act: mouse TRPC6 channel activators, primary screen, cell-based, HEK293, membrane potential dye | HEK293-TRPC6 membrane potential dye fluorescence; active compounds read high | B-score at 10 µM | 310,000 compounds, 0.13% hits | AID 2550, 2010;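 active = B-score of the integrated fluorescence ratio above library mean plus 3 SD, and starting fluorescence ratio within library mean plus 5 SD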;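 note: higher score means more depolarization so channel activation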
# Target sequence (Q61143 whole entry, looked up): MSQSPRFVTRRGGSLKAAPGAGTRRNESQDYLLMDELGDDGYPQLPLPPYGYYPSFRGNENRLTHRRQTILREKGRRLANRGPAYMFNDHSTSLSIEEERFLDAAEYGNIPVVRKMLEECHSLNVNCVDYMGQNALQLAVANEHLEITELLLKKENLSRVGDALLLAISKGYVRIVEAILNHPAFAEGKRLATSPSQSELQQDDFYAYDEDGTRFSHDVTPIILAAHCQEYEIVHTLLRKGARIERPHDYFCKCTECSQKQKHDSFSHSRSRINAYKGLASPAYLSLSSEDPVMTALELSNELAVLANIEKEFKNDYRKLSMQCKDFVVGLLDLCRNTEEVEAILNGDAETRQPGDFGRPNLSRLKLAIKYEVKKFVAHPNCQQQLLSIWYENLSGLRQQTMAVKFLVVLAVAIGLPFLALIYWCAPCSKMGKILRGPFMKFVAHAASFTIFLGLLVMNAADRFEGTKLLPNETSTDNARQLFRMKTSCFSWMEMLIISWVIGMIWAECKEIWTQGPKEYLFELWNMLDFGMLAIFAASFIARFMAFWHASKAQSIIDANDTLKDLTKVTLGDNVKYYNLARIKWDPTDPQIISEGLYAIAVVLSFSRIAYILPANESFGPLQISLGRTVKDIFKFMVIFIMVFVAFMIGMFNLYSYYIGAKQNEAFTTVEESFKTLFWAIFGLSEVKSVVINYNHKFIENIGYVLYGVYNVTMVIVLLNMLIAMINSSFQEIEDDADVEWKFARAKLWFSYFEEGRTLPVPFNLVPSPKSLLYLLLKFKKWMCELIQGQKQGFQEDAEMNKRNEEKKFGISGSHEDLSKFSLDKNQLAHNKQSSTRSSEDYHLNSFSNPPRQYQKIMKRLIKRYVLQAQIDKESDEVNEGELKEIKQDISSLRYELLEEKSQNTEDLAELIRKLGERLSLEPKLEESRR
# TRPC6 inhibitor: mouse TRPC6 channel inhibitors, primary screen, cell-based, HEK293, membrane potential dye; B-score at 10 µM; ACh-evoked depolarization; active compounds read low; 310,000 compounds, 1.1% hits; AID 2553, 2010;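 active = B-score under library mean minus 3 SD, initial fluorescence not abnormally high, positive integrated signal ratio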;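 note: B-score derived from integrated fluorescence ratio over the kinetic read; more negative B-score means stronger inhibition of depolarization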
# MrgX1 antag: antagonists of human MrgX1 receptor, primary screen, HEK293 cells, Fluo-4 calcium flux | Mas-related G-protein coupled receptor member X1 (Homo sapiens), Q96LB2 | BAM8-22 antagonism; active compounds read low | B-score at 10 µM | 310,000 compounds, 1.3% hits | AID 588676, 2011;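 active = calcium-response B-score plate-corrected more than 3 library SD below zero, starting fluorescence within 5 deviations, no agonist response on first addition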;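 note: peak minus trough fluorescence over baseline after final BAM8-22 challenge near maximal dose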
# HIF act: HIF pathway transcriptional activators, primary screen, cell-based, U2OS HRE-luciferase, luminescence; U2OS HRE-luciferase reporter; normalized: DMSO 0%, desferrioxamine 100%; 300,000 compounds, 0.32% hits; activation, % at 7.5 µM (by protocol); AID 1910, 2009;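 active = mean activation of at least 10% of the iron chelator positive control signal, with at least half of replicates also reaching 10%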
# TRPC4 potent: positive allosteric modulators of TRPC4, primary screen, cell-based, mouse TRPC4beta, HEK293 mu-opioid, Fluo-4 calcium. AID 2227, 2009. 310,000 compounds, 0.42% hits. DAMGO EC20, Fluo-4 Ca2+ flux; active compounds read high. B-score at 10 µM. Short transient receptor potential channel 4 (Mus musculus), Q9QUQ5;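 active = B-score of calcium response area above 5 SD of library B-scores, with initial fluorescence ratio within 5 SD of library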;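 note: B-score of integrated fluorescence ratio over time as area under calcium response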
# TRPC4 act: activators of mouse TRPC4 channel, primary screen, Fluo4 calcium, HEK293 TRPC4beta/mu-opioid cells. Fluo4 calcium fluorescence; active compounds read high. Short transient receptor potential channel 4 (Mus musculus), Q9QUQ5. B-score at 10 µM. 310,000 compounds, 0.49% hits;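 active = B-score above 5 SD of library B-scores, and initial fluorescence ratio not above library mean plus 5 SD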;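 note: positive B-score marks a calcium rise read as TRPC4 activation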
#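 System – HEK293 cells stably co-expressing mouse TRPC4beta and mu-opioid receptor · Signal – Fluo4 calcium-sensitive dye fluorescence, kinetic, 1 Hz baseline · Benchmarks – buffer (low) and maximal DAMGO (high) · Read-out – B score of integrated fluorescence ratio per well · Incubation – dye loading 45 min room temperature, 110 s kinetic read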
# aSyn 5UTR inh: MLPCN primary screen, SNCA 5' untranslated region | alpha-synuclein 5'UTR reporter, inhibitor activity | inhibition, % (tested at 7.5 µM) | AID 1813, 2009 | 300,000 compounds, 0.82% hits; in the data active = inhibition above about 60%;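 note: H4 neuroglioblastoma cells stably carrying SNCA 5'UTR luciferase fusion; 0% = DMSO wells and 100% = positive control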
# SKKanGAS inh: S. pyogenes SKKanGAS growth inhibitors in kanamycin, primary screen, streptokinase expression inhibitor project, SKKanGAS strain, BacTiter-Glo luminescence; 300,000 compounds, 1.3% hits; inhibition, % at 7.5 µM; 6 h;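 active = mean replicate score, as percent of positive control median, at least 50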;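 note: strain carries kanamycin resistance gene driven by streptokinase promoter and grows in 40 µg/ml kanamycin; loss of luminescence reflects streptokinase promoter inhibition or plain growth inhibition; 0% = median of DMSO wells and 100% = positive control at its reference dose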
# KLF5 inh: KLF5 expression inhibitors, primary screen, DLD-1 cells, luminescence. 290,000 compounds, 0.23% hits. inhibition, % at 5 µM. DLD-1 KLF5 promoter-luciferase reporter. AID 1700, 2009;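 active = inhibition above a per-plate limit of that plate's mean compound inhibition plus 3 SD, cut at about 60% in these data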;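 note: 0% = DMSO wells and 100% = LY294002 at 200 µM; higher means less KLF5 promoter-driven luciferase light; inactives centre near -14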
# IEC-6 tox: cytotoxicity in IEC-6 intestinal epithelial cells, primary screen, cytotoxicity control for KLF5 inhibitor project, cell-based, luminescence; AID 1825, 2009; 290,000 compounds, 0.78% hits; inhibition, % at 5 µM; IEC-6 cytotoxicity, luminescence viability; in the data active = inhibition above about 22%;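 note: 0% = plate median of test compound wells and 100% = cytotoxic reference compound wells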
# Starred values were filed as active, the others as inactive; i = inactive; . = not tested or not shown; & = joins results of further samples.
SMILES	TRPC4 block	TRPC6 act	TRPC6 inhibitor	MrgX1 antag	HIF act	TRPC4 potent	TRPC4 act	aSyn 5UTR inh	SKKanGAS inh	KLF5 inh	IEC-6 tox
CCN(C(=O)CSc1nc2ccccc2c(=O)n1Cc1ccc(C)cc1)C1CCS(=O)(=O)C1 (stereo unspecified)	i	i	i	i	0.4	i	i	-11	1	.	.
CCOc1ccc(NC(=O)c2ccc3snnc3c2)cc1	i	i	i	i	3.7	i	i	-120	-4	-54	-3
CC(C)(C)C1CCC(C(=O)NNC(=O)c2ccncc2)CC1 (stereo unspecified)	i	i	i	i	-0.2	i	i	3	-13	.	.
COc1ccc(C2CC(c3ccc(OC)cc3)n3nc(NC(=O)c4ccco4)nc3N2)cc1 (stereo unspecified)	i	i	i	i	0.6	i	i	2	18	-12	-5
CCN(CC)S(=O)(=O)c1ccc(Cl)c(C(=O)Oc2cccnc2)c1	i	i	i	i	0.3	i	i	27	-4	7	1
Cc1cccc(Cn2c(SCCO)nc3c2c(=O)n(C)c(=O)n3C)c1	i	i	i	i	0.0	i	i	8	-4	0	2
COc1ccc(OC)c(-n2c(-c3cccc(S(=O)(=O)N(C)C)c3)n[nH]c2=S)c1	i	i	i	i	0.1	i	i	20	18	-23	3
CCOc1ccccc1CNC(=O)CCc1cn(CC)c2ccccc12	i	i	i	i	-0.5	i	i	-1	0	-43	3
Cc1ccc(N/N=C2\CS(=O)(=O)N(C)c3ccsc32)cc1	i	i	i	i	2.8	i	i	-149	101*	-25	9
CC(O)c1cccc(NC(=O)CCCc2ccccc2)c1 (stereo unspecified)	i	i	i	i	1.9	i	i	-34	5	1	4
COC(=O)c1ccc(COc2ccc(-c3nn[nH]n3)cc2)cc1	i	i	i	i	0.0	i	i	20	-5	4	5
COC(=O)c1ccccc1Oc1ccc(NC(=O)c2ccco2)cc1	i	i	i	i	1.2	i	i	-26	-4	-43	-4
FC(F)(F)c1cnc2c(c1)Nc1ccccc1S2	i	i	i	i	0.9	i	i	-43	2	-20	3
Cn1ncc2c(NCc3ccccc3)ncnc21	i	i	i	i	-0.1	i	i	0	3	-12&20	0&4
O=C(c1cccs1)N(c1ccc(Cl)cc1)C1C=CS(=O)(=O)C1 (stereo unspecified)	i	i	i	i	0.0	i	i	7	-2	-8	8
COc1ccccc1NC(=O)c1ccccc1-c1nc(-c2ccccc2OC)no1	i	i	i	i	0.3	i	i	-48	-2	-39	2
CCCC(C)C(=O)NCc1ccc2c(c1)OCO2 (stereo unspecified)	.	.	.	i	-0.5	.	.	2	-6	-28	-3
Cc1ccc(NC(=O)COC(=O)COc2cccc3c2OC(C)(C)C3)cc1S(=O)(=O)N1CCOCC1	i	i	i	i	-0.3	i	i	-7	-5	.	.
CCn1c(/C=C2\C(=O)Nc3ccccc32)nc2ccccc2c1=O	i	i	i	i	0.1	i	i	-21	-6	-14	5
COc1cc(CNc2ccc(CNc3ncn[nH]3)cc2)ccc1OCC(=O)NC(C)(C)C	i	i	i	i	-0.3	i	i	-15	-14	4	2

# Part of the list above in order of heavy-atom count, smallest number first:
SMILES	TRPC4 block	TRPC6 act	TRPC6 inhibitor	MrgX1 antag	HIF act	TRPC4 potent	TRPC4 act	aSyn 5UTR inh	SKKanGAS inh	KLF5 inh	IEC-6 tox
FC(F)(F)c1cnc2c(c1)Nc1ccccc1S2	i	i	i	i	0.9	i	i	-43	2	-20	3
Cc1ccc(N/N=C2\CS(=O)(=O)N(C)c3ccsc32)cc1	i	i	i	i	2.8	i	i	-149	101*	-25	9
COC(=O)c1ccc(COc2ccc(-c3nn[nH]n3)cc2)cc1	i	i	i	i	0.0	i	i	20	-5	4	5
CCn1c(/C=C2\C(=O)Nc3ccccc32)nc2ccccc2c1=O	i	i	i	i	0.1	i	i	-21	-6	-14	5
COC(=O)c1ccccc1Oc1ccc(NC(=O)c2ccco2)cc1	i	i	i	i	1.2	i	i	-26	-4	-43	-4
CCOc1ccccc1CNC(=O)CCc1cn(CC)c2ccccc12	i	i	i	i	-0.5	i	i	-1	0	-43	3
COc1cc(CNc2ccc(CNc3ncn[nH]3)cc2)ccc1OCC(=O)NC(C)(C)C	i	i	i	i	-0.3	i	i	-15	-14	4	2
COc1ccc(C2CC(c3ccc(OC)cc3)n3nc(NC(=O)c4ccco4)nc3N2)cc1 (stereo unspecified)	i	i	i	i	0.6	i	i	2	18	-12	-5
Cc1ccc(NC(=O)COC(=O)COc2cccc3c2OC(C)(C)C3)cc1S(=O)(=O)N1CCOCC1	i	i	i	i	-0.3	i	i	-7	-5	.	.

# (listing goes on)
SMILES	TRPC4 block	TRPC6 act	TRPC6 inhibitor	MrgX1 antag	HIF act	TRPC4 potent	TRPC4 act	aSyn 5UTR inh	SKKanGAS inh	KLF5 inh	IEC-6 tox
CCN(CC)CCn1c2c(c(SCC(=O)Nc3ccc(C)c(F)c3)nc1=O)CCCC2	i	i	i	i	-0.2	i	i	-23	-3	.	.
CC(=O)C1=C(O)C(=O)N(c2ccc(O)cc2)C1c1ccccc1[N+](=O)[O-] (stereo unspecified)	i	i	i	i	-0.4	i	i	-4	2	-25	4
O=C(NCC1CCCO1)c1ccc(NS(=O)(=O)c2cccs2)cc1 (stereo unspecified)	i	i	i	i	0.1	i	i	5	0	-9	-3
CN(C)CCNC(=O)c1[nH]nc2c1CCc1ccccc1-2	i	i	i	i	2.7	i	i	-74	-5	-2	-4
COc1cc(N/N=C/c2ccc(N(C)C)cc2)ncn1	i	i	i	i	-1.3	i	i	24	8	-183	-3
O=C(NC(=S)NCCc1ccccc1)c1ccccc1	.	i	i	i	1.6	i	i	-115	-1	-9	3
COC(=O)NNC(=O)COc1ccc(Br)c(C)c1	i	i	i	i	-0.1	i	i	4	-2	-8	1
COc1ccc(C(=O)N2CCCC(c3nc(-c4ccc(OC)c(OC)c4)no3)C2)c(OC)c1 (stereo unspecified)	i	i	i	i	0.0	i	i	-20	-3	2	3
CC1=C(C(=O)OCc2ccc3c(c2)OCO3)C(c2ccc(F)cc2)NC(=O)N1 (stereo unspecified)	i	i	i	i	0.7	i	i	19	6	41	38*
COC(=O)c1ccc(NC(=S)Nc2ccccn2)cc1	i	i	i	i	2.8	i	i	-171	7	-42	6
COc1cccc(C(=O)COc2ccccc2-c2ccccc2)c1	i	i	i	i	0.4	i	i	0	-4	22	-4
COc1ccc(/C=N/Nc2nc(-c3cccnc3)nc3ccccc23)cc1OC	i	i	i	i	0.1	i	i	-15	2	-33	0
COc1ccccc1-c1c(NC(=O)C(C)C)n(C)c2ccccc2c1=O	i	i	i	i	-0.4	i	i	9	4	-3	-4
O=C(N/N=C/c1ccnc2ccccc12)c1ccccc1O	i	i	i	i	0.2	i	i	-62	4	-54	5
CCOC(=O)c1c(-c2ccccc2)csc1NC(=O)c1cccc(N2C(=O)CCC2=O)c1	i	i	i	i	-0.3	i	i	-14	40	-11	1
Cc1ccc(C2=NN(CC(=O)NCc3ccccn3)C(=O)CC2)cc1	i	i	i	i	-0.3	i	i	-6	-3	15	-6
Nn1c(SCc2ccc([N+](=O)[O-])cc2)nc2ccccc2c1=O	i	i	i	i	-21	i	i	-24	6	-63	-2
O=C1Nc2cc(C(=O)N3CCN(c4ccccn4)CC3)ccc2S/C1=C\c1ccccc1	i	i	i	i	-0.2	i	i	-21	53*	-9	2
O=C1c2ccccc2S(=O)(=O)c2cc(N3CCN(c4ccccn4)CC3)ccc21	i	i	i	i	-1.4	i	i	-69	14	.	.
Nc1ccccc1C(=O)N=Nc1[nH]c(N)c2ccccc12	i	i	i	i	0.9	i	i	-101	5	-18	3

# Next compounds follow:
SMILES	TRPC4 block	TRPC6 act	TRPC6 inhibitor	MrgX1 antag	HIF act	TRPC4 potent	TRPC4 act	aSyn 5UTR inh	SKKanGAS inh	KLF5 inh	IEC-6 tox
Cc1cccc(NC(=O)CN2C(=O)S/C(=C\c3ccc(O)c([N+](=O)[O-])c3)C2=O)c1	i	i	i	i	-0.7	i	i	10	18	-3	2
CCOC(=O)c1sc(=S)n(C)c1NC(=O)c1ccccc1C	i	i	i	i	0.0	i	i	13	2	-9	-5
CCn1nc(C)cc1C(=O)Sc1cccc(Br)c1	i	i	i	i	0.7	i	i	1	0	-3	3
NC(=O)c1ccc(NC(=O)CCC(=O)N2CCN(S(=O)(=O)c3ccc(Cl)cc3)CC2)cc1	i	i	i	i	-0.4	i	i	-9	-2	-5	-3
COc1c(S(=O)(=O)NCCCn2ccnc2)ccc(Cl)c1Cl	i	i	i	i	0.5	i	i	-11	1	-21	-2
N#CC1=C2SCN(Cc3ccco3)CN2C(=O)CC1c1c(F)cccc1Cl (stereo unspecified)	i	i	i	i	0.2	i	i	-4	17	-10	2
CC(=O)Nc1cc(N=Cc2ccc(O)cc2O)c(Cl)cc1Cl	i	i	i	i	0.8	i	i	2	4	-26	-6
Cc1ccc(C)c(OCCC(=O)OCC(=O)N(C)c2c(N)n(Cc3ccccc3)c(=O)[nH]c2=O)c1	i	i	i	i	-0.4	i	i	-1	-5	.	.
COc1cc(/C=N\NC(=O)CNC(=O)C2COc3ccccc3O2)ccc1O (stereo unspecified)	i	i	i	i	-0.5	i	i	9	0	2	-1
O=C1[C@@H]2[C@H](C(=O)N1Cc1cccnc1)[C@H]1C=C[C@@H]2C1	i	i	i	i	-0.2	i	i	2	-7	-26	3
COc1ccc(NC(=S)N2CCN(C)CC2)cc1	i	i	i	i	-0.4	i	i	-18	2	.	.
CC(C)CC1c2[nH]c3ccccc3c2CCN1CCCn1cccn1 (stereo unspecified)	i	i	i	i	-0.3	i	i	13	-1	-26	-3

# Compound activity as filed in PubChem BioAssay.
